# Assay outcomes from PubChem BioAssay.
# SARS 3CLpro inh: SARS-CoV 3CLpro protease inhibition. inhibition, % at 6 µM. recombinant SARS-CoV 3CLpro, quenched FRET peptide cleavage. AID 1706. actives 0.14% (n = 290,000). P0C6X7; in the data active means inhibition above about 12%
# Rv3671c inh: inhibitors of M. tuberculosis serine protease Rv3671c. P9WHR9. inhibition, % at 5.96 µM. actives 0.048% (n = 320,000). AID 2606; in the data active means inhibition above about 38%;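 further: extracellular domain of Rv3671c used as enzyme; 0% = enzyme with DMSO and 100% = no enzyme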
# Anthrax LF prot: anthrax lethal factor protease inhibition | P15917 | multiplex microsphere protease cleavage assay, LF | inhibition, % at 10 µM | actives 0.12% (n = 360,000) | AID 588501; in the data active means inhibition above about 30%; further: plate controls were buffer without enzyme for full effect and enzyme alone for no effect
# TcdB inh: inhibitors of Clostridioides difficile toxin B glycohydrolase. inhibition, % at 9.99 µM. TcdB glycohydrolase enzymatic assay, plate reader. actives 0.24% (n = 350,000). P18177; in the data active means inhibition above about 10%
# MazF activator: activators of E. coli MazEF toxin-antitoxin RNase. P0AE70. FAM/BHQ RNA-DNA oligo cleavage fluorescence, 5 h. activation, % at 20 µM. actives 0.32% (n = 350,000); in the data active means activation above about 50%
# VHR inh abs: inhibitors of human VHR1 phosphatase (DUSP3); P51452; recombinant VHR phosphatase, pNPP absorbance; inhibition, % at 13.3 µM; actives 0.52% (n = 290,000); AID 1654; in the data active means inhibition above about 50%; further: some compounds called inactive have numbers as strong as hits
# Numbers without * were called inactive; . = not tested or not shown; & = joins results of further samples. Some of the compounds tested; count on the stated rates, not on these rows.
SMILES,SARS 3CLpro inh,Rv3671c inh,Anthrax LF prot,TcdB inh,MazF activator,VHR inh abs
C[C@H](CO)N1C[C@H](C)[C@H](CN(C)S(=O)(=O)c2ccc(Cl)cc2)Oc2ccc(NC(=O)CCN3CCOCC3)cc2CC1=O,.,.,.,0.3,.,.
CN1C(=O)c2cc(NC(=O)Nc3cccc(Cl)c3)ccc2OC[C@H]2O[C@@H](CC(=O)NCCc3ccncc3)CC[C@H]21,.,.,.,0.0,.,.
COc1cc2c(cc1OC)CN(C(=O)[C@H]1[C@@H]3C(=O)O[C@@H](c4ccccc4)[C@@H](c4ccccc4)N3[C@@H](c3ccc(O)cc3)[C@]13C(=O)Nc1ccc(C#CC4(O)CCCCCC4)cc13)CC2,.,.,.,-3.4,.,.
COc1ccc2c3c(n(C)c2c1)[C@H](CO)N(C(=O)Nc1ccc(F)cc1)CC31CCN(Cc2ccccc2F)CC1,.,.,.,-0.5,.,.
CNC[C@@H]1OCCCC[C@@H](C)Oc2ccc(NC(=O)Nc3ccc4c(c3)OCO4)cc2C(=O)N([C@@H](C)CO)C[C@H]1C,.,.,.,0.0,.,.
C[C@@H]1CN([C@@H](C)CO)C(=O)c2cccc(NS(=O)(=O)c3ccc(F)cc3)c2O[C@@H]1CN(C)Cc1ccc(C(F)(F)F)cc1,.,.,.,-0.1,.,.
COc1ccccc1-c1ccc(C2[C@H]3CNC[C@@H]2N3Cc2nccs2)cc1 (some centres not stated),.,.,.,0.5&-5.0,.,.
O=C(C[C@@H]1C[C@@H]2c3cc(NC(=O)NC4CCCC4)ccc3O[C@@H]2[C@H](CO)O1)NCC1CC1,.,.,.,-1.1,.,.
COc1ccc(NC(=O)Nc2ccc3c(c2)C(=O)N([C@@H](C)CO)C[C@H](C)[C@H](CN(C)Cc2ccc(Cl)c(Cl)c2)OCCCC[C@@H](C)O3)cc1,.,.,.,0.7,.,.
C[C@H]1CN([C@@H](C)CO)C(=O)c2cccc(NC(=O)NC3CCCCC3)c2O[C@H]1CN(C)S(C)(=O)=O,.,.,.,0.0,.,.
C[C@H]1CCCCO[C@H](CN(C)C(=O)C2CCCCC2)[C@@H](C)CN([C@@H](C)CO)C(=O)c2cc(NC(=O)CCC(F)(F)F)ccc2O1,.,.,.,-0.8,.,.
COc1ccccc1-c1ccc2n(c1=O)C[C@@H]1[C@@H](CO)[C@H](C(=O)NCc3ccccn3)[C@H]2N1C,.,.,.,-0.2,.,.
C[C@H](CO)N1C[C@H](C)[C@H](CN(C)Cc2ccccc2)Oc2ncc(-c3cncnc3)cc2C1=O,.,.,.,-1.2,.,.
C[C@@H]1CN([C@@H](C)CO)C(=O)c2cc(C#CCN(C)C)cnc2O[C@@H]1CN(C)C(=O)c1cccc(F)c1,.,.,.,1.3,.,.
O=C(C[C@H]1CC[C@H]2[C@@H](COC[C@@H](O)CN2Cc2ccc(F)cc2)O1)NCCc1ccccc1,.,.,.,-1.8,.,.
CCCNC(=O)N1[C@@H](C#N)[C@H](c2ccccc2-c2ccccc2F)[C@@H]1CO,.,.,.,0.5,.,.
C[C@H](CO)N1C[C@H](C)[C@H](CN(C)C)Oc2ncc(C3=CCCC3)cc2C1=O,.,.,.,-0.3,.,.
CCCCCCN(C(=O)CCCCCN1C(=O)NC(c2ccc(-c3ccccc3)cc2)C(C(=O)OCc2ccccc2)=C1C)C(C(=O)NCCCC)c1ccccc1 (configuration not stated),.,.,.,-0.8,.,4
CCCCCCN(C(=O)CCCCCN1C(=O)NC(c2ccc(-c3ccccc3)cc2)C(C(=O)OCc2ccccc2)=C1C)C(C(=O)NCCCC)c1cccc(C(=O)OC)c1 (configuration not stated),.,.,.,0.5,.,-23
O=C(NCc1nc2ccccc2[nH]1)C1=C[C@@H](c2ccc3c(c2)OCO3)C[C@@H](OCc2ccc(CO)cc2)O1,.,.,.,0.1,.,4
Cc1ccc2nc3n(c(=O)c2c1)-c1ccc(Cl)cc1C(=O)NC3Cc1ccccc1 (configuration not stated),.,-9,.,-4.1,.,.
CCN1C(=O)[C@H]2[C@@H](c3ccc(-c4ccc(F)cc4)c(OC)c3)N[C@@](CC(C)C)(C(=O)OC)[C@H]2C1=O,.,-11,.,-0.1,.,.
O=C(NC1CC1)c1ccc2c(c1)S(=O)(=O)c1cc(Cl)ccc1C2=O,.,-6,.,-3.6,.,.
O=C1NC(Cc2ccccc2)c2nc3ccc(Br)cc3c(=O)n2-c2cc(Cl)ccc21 (configuration not stated),.,-10,.,0.3,.,.

# Record cards, as listed above.
# C[C@@H]1CN([C@@H](C)CO)C(=O)c2cc(C#CCN(C)C)cnc2O[C@@H]1CN(C)C(=O)c1cccc(F)c1 in the list: SARS 3CLpro inh: .; Rv3671c inh: .; Anthrax LF prot: .; TcdB inh: 1.3; MazF activator: .; VHR inh abs: .
# O=C(NC1CC1)c1ccc2c(c1)S(=O)(=O)c1cc(Cl)ccc1C2=O in the list: SARS 3CLpro inh: .; Rv3671c inh: -6; Anthrax LF prot: .; TcdB inh: -3.6; MazF activator: .; VHR inh abs: .

# Returning to the listing, starting two compounds before the break.
SMILES,SARS 3CLpro inh,Rv3671c inh,Anthrax LF prot,TcdB inh,MazF activator,VHR inh abs
O=C(NC1CC1)c1ccc2c(c1)S(=O)(=O)c1cc(Cl)ccc1C2=O,.,-6,.,-3.6,.,.
O=C1NC(Cc2ccccc2)c2nc3ccc(Br)cc3c(=O)n2-c2cc(Cl)ccc21 (configuration not stated),.,-10,.,0.3,.,.
COc1ccc(OC)c(N=C2SCCCN2C(=O)c2ccc(N3C(=O)CCC3=O)cc2)c1,.,3,.,-0.4,.,.
CC(C)CC1NC(=O)c2cc(Cl)ccc2-n2c1nc1ccccc1c2=O (configuration not stated),.,-2,.,-6.2,.,.
CNC[C@@H]1Oc2ccc(NC(=O)Nc3cccc4ccccc34)cc2C(=O)N([C@@H](C)CO)C[C@@H]1C,.,5,.,-1.1,.,.
COc1ccc(C2NC(=O)N(CCCC(=O)O)C(C)=C2C(=O)OCc2ccccc2)cc1 (configuration not stated),.,-2,.,-7.6,.,.
CC(C)CC1NC(=O)c2ccccc2-n2c1nc1cc(F)ccc1c2=O (configuration not stated),.,-8,.,0.6,.,.
Cc1ccc2c(c1)-n1c(nc3ccccc3c1=O)C(Cc1ccc(O)cc1)NC2=O (configuration not stated),.,-5,.,1.7,.,.
CC1NC(=O)c2ccccc2-n2c1nc1cc(F)ccc1c2=O (configuration not stated),.,2,.,-5.0,.,.
COc1cc(/C=C(/C#N)c2nc(-c3cc4ccccc4oc3=O)cs2)cc([N+](=O)[O-])c1O,3,.,.,0.2,.,101*
COC(=O)[C@@]1(Cc2ccc(OC)cc2)[C@H]2c3cc(C(=O)N4CCCC4)n(Cc4ccc(OC)c(OC)c4)c3C[C@H]2CN1C(=O)c1ccccc1,2,.,.,-2.1,.,-7
CCCCNC(=O)C(c1ccc(-c2ccccc2)cc1)N(CCN1CCOCC1)C(=O)CCCCCN1C(=O)NC(c2ccc([N+](=O)[O-])cc2)C(C(=O)OCc2ccccc2)=C1C (configuration not stated),1,.,.,0.0,.,1
O=C(Nc1nc2ccccc2s1)c1ccc2c(c1)S(=O)(=O)c1ccccc1C2=O,0,.,.,-0.3,.,4
Cc1ccc(NCc2nnc(SCC(N)=O)n2CCc2ccccc2)cc1,1,.,.,1.6,.,6
CC(=O)Nc1cccc(Cn2cccn2)c1,1,.,.,1.0,.,6
O=C(Sc1cccc2cccnc12)c1ccc(F)cc1,0,.,.,1.5,.,14
CCCCCCN(C(=O)CCCCCN1C(=O)NC(c2cccc([N+](=O)[O-])c2)C(C(=O)OCc2ccccc2)=C1C)C(C(=O)NCCCC)c1ccc(OCC(=O)OC)c(C(=O)OC)c1 (configuration not stated),.,-8,.,0.6,.,-4
C/C(=N\NC(=O)c1ccncc1)c1c(O)[nH]c(=O)[nH]c1=O,.,1,.,0.7,8,.
Cc1ccccc1S(=O)(=O)N1CCN(c2ccc3c(c2)C2CC3CCN2C(=O)OCc2ccccc2)CC1 (configuration not stated),.,.,-9,0.4,.,.
CC(C)(C)NC(=O)C1c2ccccc2OCC(=O)N1CC(F)(F)F (configuration not stated),.,.,1,1.6,.,.
O=c1[nH][nH]c2c1[C@@H](c1ccc(F)cc1)O[C@H](C1CCCCC1)C2,.,.,-3,0.0,.,.
CCCCn1nnnc1C(c1cc2ccccc2o1)N(CCN(C)C)Cc1ccccc1 (configuration not stated),.,.,0,1.3,.,.
CN1CCN(C2CN(Cc3cn(Cc4ccc(C(F)(F)F)cc4)nn3)S(=O)(=O)C2)CC1 (configuration not stated),.,.,15,0.0,.,.
O=S1(=O)CC(N2CCCC2)CN1Cc1cn(Cc2cccc(Cl)c2)nn1 (configuration not stated),.,.,-8,0.8,.,.
Cc1ccc(CN2CC(N3CCC(Cc4ccccc4)CC3)CS2(=O)=O)cc1 (configuration not stated),.,.,-10,0.7,.,.
CC(=O)OC(C(=O)Nc1nncs1)c1ccccc1 (configuration not stated),.,.,-2,0.9,.,.

# As entered above:
# O=c1[nH][nH]c2c1[C@@H](c1ccc(F)cc1)O[C@H](C1CCCCC1)C2 – TcdB inh = 0.0
# CC(=O)OC(C(=O)Nc1nncs1)c1ccccc1 (configuration not stated) – TcdB inh = 0.9

# (listing goes on)
SMILES,SARS 3CLpro inh,Rv3671c inh,Anthrax LF prot,TcdB inh,MazF activator,VHR inh abs
CCCCC1Cc2[nH]c(=S)[nH]c(=O)c2C(c2ccc3ccccc3c2)O1 (configuration not stated),.,.,-8,0.2,.,.
O=S1(=O)CC(N2CCN(CC3CC3)CC2)CN1Cc1ccccc1 (configuration not stated),.,.,6,0.3,.,.
Cn1ccc2c(-c3ccc(C(=O)O)cc3)cc3c(c21)C1CCC3C1 (configuration not stated),.,.,8,-1.7,.,.
Cc1ccc(-c2nc3c4ccccc4ccn3c2Cc2cccc(Cl)c2)cc1,.,.,-12,-0.2,.,.
O=S1(=O)CC(N2CCN(CCO)CC2)CN1Cc1cn(Cc2ccc(C(F)(F)F)cc2)nn1 (configuration not stated),.,.,10,1.3,.,.
CN1OC[C@@H]2CN(C(=O)c3cccnc3)[C@H](c3ccc(N4CCCCC4)cc3)C[C@@H]21,.,.,-12,0.0,.,.
O=C(O)c1nc(-c2ccccc2)c(C(=O)NC2CC2)[nH]1,.,.,-5,1.3,.,.
O=C(CC[C@H]1O[C@@H](n2ccc(=O)[nH]c2=O)[C@H](O)[C@@H]1O)NCc1ccco1,.,.,10,0.1,.,.
CSCCC(c1nc2ccccc2[nH]1)n1c(C)nc2ccccc21 (configuration not stated),.,.,-10,0.2,.,.
Cc1cccc(C)c1-n1nnnc1C(c1ccnc2ccccc12)N1CCN(C(=O)OC(C)(C)C)CC1 (configuration not stated),.,.,-10,2.5,.,.
N=C(N)n1ncc2c1CCCC2=O,.,.,-10,1.2,.,.
O=C(NCc1ccccn1)[C@@H]1CCCN1C(=O)[C@@H]1CCCN1C(=O)c1cccc2ccccc12,.,.,-2,-0.8,.,.
Cc1cccc(NC(=O)CNC(=O)[C@H]2O[C@@H](n3cnc4c(N)ncnc43)[C@H](O)[C@@H]2O)c1C,.,.,1,0.9,.,.
O=C(NCc1ccco1)c1[nH]c(C(F)(F)F)nc1-c1ccccc1,.,.,3,0.9,.,.
CC(=O)C1=CCC(c2ccccc2F)N(S(=O)(=O)c2ccc(C)cc2)C1 (configuration not stated),.,.,-3,5.4,.,.
CCc1ccc([C@H]2[C@@H]3C(=O)C[C@@H]4C(=O)N(CC)C(=O)[C@@H]4[C@@H]3CN2S(=O)(=O)c2ccc(C)cc2)cc1,.,.,0,1.4,.,.
CCCCCCCCN1C(=O)[C@H](CC(=O)NCc2ccccc2)C[C@@]2(C(=O)OC)CCCCC=C12,.,.,8,-2.3,.,.
COC(=O)[C@]12CCCCC=C1N(Cc1cccc3ccccc13)C(=O)[C@H](CC(=O)N1CCN(C(=O)C3CC3)CC1)C2,.,.,-3,2.1,.,.
CC(C)[C@@H]1Cc2[nH]c(=O)[nH]c(=O)c2[C@H](c2ccc(F)cc2)O1,.,.,-1,0.7,.,.
CS(=O)(=O)Nc1ccc(Br)cc1,.,.,-6,0.4,.,.
O=C1c2ccccc2C(c2nnnn2-c2ccc3c(c2)OCCO3)N1Cc1ccc2c(c1)OCO2 (configuration not stated),.,.,6,1.3,.,.
CCCNC(=O)c1cc2c(c(-c3cccc(-c4cc5ccccc5o4)c3)n1)[C@@H](CCO)N(C(=O)NC(C)C)C2,.,.,0,-0.1&-1.4,.,.
CCC(c1nnnn1-c1c(C)cccc1C)N1CCN(C/C=C/c2ccccc2)CC1 (configuration not stated),.,.,1,1.2,.,.
COc1ccc(CNC(=O)CC[C@H]2O[C@@H](n3cc(C)c(=O)[nH]c3=O)C[C@@H]2O)cc1,.,.,-9,-0.6,.,.
Cc1cccc(CN2CCN(C3CN(Cc4cn(Cc5ccccc5C(F)(F)F)nn4)S(=O)(=O)C3)CC2)c1 (configuration not stated),.,.,4,2.0,.,.
CN1CCN(C2CN(Cc3cn(Cc4ccccc4C(F)(F)F)nn3)S(=O)(=O)C2)CC1 (configuration not stated),.,.,7,3.8,.,.
Fc1ccc(N2Cc3ccccc3-n3nncc3C2)cc1,.,.,-6,0.6,.,.
